Screens (PubChem BioAssay)
14-3-3 Bad PPI: disrupts binding of bovine 14-3-3 zeta to phospho-Bad peptide; P63103; TR-FRET 14-3-3zeta/Dy647-pBad peptide displacement, 1 h; inhibition, % at 21.7 µM; actives 0.71% (n = 220,000);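 active = inhibition above about 70%, limit read from the data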;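 also: 0% = full 14-3-3 plus peptide FRET controls and 100% = background without 14-3-3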
Target sequence (P63103 whole entry, looked up): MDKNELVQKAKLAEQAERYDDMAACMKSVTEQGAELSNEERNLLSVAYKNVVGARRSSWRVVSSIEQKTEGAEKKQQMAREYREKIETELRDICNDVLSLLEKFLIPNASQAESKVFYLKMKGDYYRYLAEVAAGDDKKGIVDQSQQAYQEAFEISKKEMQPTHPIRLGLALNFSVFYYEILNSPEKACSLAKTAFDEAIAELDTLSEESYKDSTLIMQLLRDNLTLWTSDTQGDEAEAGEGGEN
eIF4E 4G PPI: eIF4E/eIF4G interaction inhibition in translation initiation | TR-FRET eIF4E-eIF4GI(517-606) binding, 2 h | inhibition, % at 21.7 µM | actives 0.37% (n = 220,000) | AID 782;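 also: 0% = full FRET control wells and 100% = background wells lacking eIF4GI fragment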
thrombin 1536: blocks human thrombin protease activity; P00734; alpha-thrombin, Boc-VPR-AMC fluorogenic substrate cleavage; inhibition, % at 5 µM; actives 0.26% (n = 220,000); AID 1046;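 active = inhibition at or above 40%; inactive = inhibition below 40%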;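 also: 0% = enzyme with no compound and 100% = wells without enzyme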
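Test system: human alpha-thrombin; medium: pH 7.5 Tris-saline with Tween 20; times: reaction at room temperature; signal: AMC fluorescence at 355 nm excitation and 460 nm emission; also added: Boc-VPR-AMC substrate, 15 µM final; dosing: one concentration per compound, 5 µM, with 0.2% DMSO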
hK5 inh: blocks human kallikrein 5 protease activity; Q9Y337; recombinant hK5, fluorogenic AMC substrate cleavage; inhibition, % at 5 µM; actives 0.59% (n = 210,000); AID 873;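 active = inhibition of 40% or more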;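 also: 0% = enzyme controls without compound and 100% = no-enzyme blanks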
Target sequence (Q9Y337 67-293 limits assumed): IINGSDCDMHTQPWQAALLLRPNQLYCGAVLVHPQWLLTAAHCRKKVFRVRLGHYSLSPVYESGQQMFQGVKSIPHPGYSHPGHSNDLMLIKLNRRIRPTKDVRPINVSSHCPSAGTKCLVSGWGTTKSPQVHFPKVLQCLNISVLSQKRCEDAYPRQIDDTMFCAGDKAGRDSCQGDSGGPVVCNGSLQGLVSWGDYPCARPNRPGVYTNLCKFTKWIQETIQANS
p47phox inh: p47phox (human) inhibition. inhibition, % at 24.7 µM. p47phox/p22phox peptide binding, fluorescence polarization, 2 h. P14598. actives 0.53% (n = 220,000);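 also: 0% = p47phox with labelled peptide and 100% = labelled peptide alone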
KCC2 mod: modulates chloride dependent transport by human KCC2. KCC2 cells, thallium flux FluoZin-2 fluorescence. actives 2.2% (n = 190,000). B-score of Tl+ flux slope (higher = more flux/activation; lower = inhibition) at 10 µM;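 active = thallium flux slope and its plate-corrected score both differing from the plate sample mean at a set confidence after two filtering rounds, in either direction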;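 also: slope of fluorescence scaled to starting intensity during 10 to 20 s after thallium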
Rad51 HR inh: blocks human Rad51 in homologous recombination; hRad51 DNA strand exchange, fluorescence dequenching; AID 1385; actives 0.085% (n = 200,000); Q06609; inhibition, % at 10 µM;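 active = inhibition above 40% at the single screening dose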;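 also: 0% = DMSO control wells and 100% = blanks with heterologous ssDNA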
Target sequence (Q06609 whole entry, looked up): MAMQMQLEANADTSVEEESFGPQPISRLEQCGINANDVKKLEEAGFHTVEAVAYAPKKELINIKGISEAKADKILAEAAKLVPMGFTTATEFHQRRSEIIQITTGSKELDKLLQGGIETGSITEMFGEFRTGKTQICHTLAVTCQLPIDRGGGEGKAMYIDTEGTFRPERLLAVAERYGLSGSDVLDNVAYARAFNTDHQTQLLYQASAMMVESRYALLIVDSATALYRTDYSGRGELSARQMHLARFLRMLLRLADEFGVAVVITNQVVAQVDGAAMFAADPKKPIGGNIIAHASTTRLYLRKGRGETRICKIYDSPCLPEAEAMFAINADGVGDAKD
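Material: Human Rad51 nucleoprotein filaments preassembled on unlabelled ssDNA | Also added: Labelled 47-mer dsDNA for strand exchange | Dosing: Single dose, 10 µM final compound | Schedule: 30-min compound preincubation and 15-min exchange, both room temperature | Technique: Fluorescence dequenching at 485/520 nm | Measure: Percent inhibition relative to plate controls and blanks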
Furin inh: human furin inhibition. purified furin, fluorogenic substrate cleavage. inhibition, % at 30 µM. actives 0.061% (n = 220,000); in the data active = inhibition above about 25%; also: inactives centre near -15
EBV gp42 inh: blocks Epstein-Barr virus glycoprotein 42 binding; actives 0.42% (n = 220,000); Q1HVG2; inhibition, % (tested at 21.74 µM); AID 1085; Fluorescence polarization binding assay, mP read-out; in the data active = inhibition above about 50%
Target sequence (Q1HVG2 whole entry, looked up): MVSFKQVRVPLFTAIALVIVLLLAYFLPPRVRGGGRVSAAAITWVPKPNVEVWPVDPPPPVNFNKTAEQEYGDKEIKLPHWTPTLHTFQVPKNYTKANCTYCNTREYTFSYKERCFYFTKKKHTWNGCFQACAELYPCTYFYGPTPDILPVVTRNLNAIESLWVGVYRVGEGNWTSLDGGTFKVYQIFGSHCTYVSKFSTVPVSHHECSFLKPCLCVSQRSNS
* = called active by the depositor; · = no result given; [ ] = remark or other dose.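 The calls were made as follows, unless noted: active = inhibition above about 30% (limit read from the data); inactive = the rest.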

Results follow in this order: 14-3-3 Bad PPI	eIF4E 4G PPI	thrombin 1536	hK5 inh	p47phox inh	KCC2 mod	Rad51 HR inh	Furin inh	EBV gp42 inh
- COc1ccc(N(CC(=O)Nc2ccc(S(=O)(=O)N3CCCC3)cc2)S(C)(=O)=O)cc1OC
    14	-2[fluorescence artefact?]	-8	-3	-3	-0.14	0	-13	-9
- C=CCNC(=O)C1CC(=O)N(c2ccc(OCC(=O)Nc3ccc(Cl)c(C(F)(F)F)c3)cc2)C1 (centres undefined)
    30[fluorescence artefact?]	-27[fluorescence artefact?]	4	6	-2	·	5	-7[20 µM]	8
- COc1ccc(OC)c(CC(NC(C)=O)C(=O)NC2CCN(c3nc(OC)nc(OC)n3)CC2)c1 (centres undefined)
    -1	1	-2	6	-1	-0.32	8	-24	-3
- Cc1ccc(C2CC(C(F)F)n3ncc(C(=O)Nc4cnn(Cc5ccccc5C)c4)c3N2)cc1 (centres undefined)
    12	-4	0	-8	-10	0.4	3	-23	-16
- CNC(=O)N(C1=NCC(C)S1)c1ccc(F)cc1F (centres undefined)
    -9	5	-2	-5	-3	·	6	13[20 µM]	-2
- CC(C)=CCCC(C)CN1CCC(O)CC1 (centres undefined)
    16	-3	5	-9	-5	0.84	-3	-16[20 µM]	-22
- CCCCC(CC)C(=O)Nc1ccc(S(=O)(=O)Nc2nccs2)cc1 (centres undefined)
    11	2	-2	-2	-1	0.4	-6	-12	-6
- CCn1c2ccccc2c2cc(NC(=O)CC(C)=O)ccc21
    1	5	-8	-2	-2	1.4	-6	-8	10
- COC(=O)c1cc(NC(=O)CSC2=NCCS2)cc(C(=O)OC)c1
    -9	-3	-4	-1	-5	-0.82	1	-19	9
- CCOc1cc(C2C3=C(CCCC3=O)N(CCC(=O)O)C3=C2C(=O)CCC3)ccc1OS(=O)(=O)c1ccc(C)cc1
    -8	0	-4	-23	-11	-0.98	-5	-31	10
- COc1ccc(NC(=O)CC(Cc2ccccc2)C(=O)O)cc1 (centres undefined)
    -4	6	3	-15	-2	0.25	-2	-12	-2
- NC(=O)c1ccc[n+](Cc2cccc3ccccc23)c1
    -20	0	2	-4	-11	0.23	·	-14	-12
- Cc1cc(OCc2ccc(F)cc2)nc(-c2ccccc2O)n1
    3[fluorescence artefact?]	-1	0	16	-6	·	5	-21	-25
- CC(CC(=O)NC1CCSC1=O)c1ccccc1 (centres undefined)
    8[fluorescence artefact?]	-1[fluorescence artefact?]	-9	-1	-5	0.51	-2	-19[20 µM]	0
- CC(Sc1nnc(-c2ccccc2)c(-c2ccccc2)n1)C(=O)N1CCc2ccccc21 (centres undefined)
    5	-4	9	-1	-12	-0.96	5	-10	-16
- CCOC(=O)c1cnc2c(cnn2C)c1Cl
    -1	-1	-3	-1	1	0.47	-1	-21	-2
- Clc1ccccc1CN1CCN(/N=C/C=C\c2ccco2)CC1
    -10	0	-4	1	-4	-0.23	-7	-16	-14
- COc1cccc(NC(=O)CSc2ccc3nnc(-c4ccncc4)n3n2)c1
    7	-3	-5	24	5	0.15	-2	-17	-2
- COc1cccc(N(C(=O)c2ccco2)C(C(=O)NC2CCCC2)c2ccc(N(C)C)cc2)c1 (centres undefined)
    7	0	5	-20	-11	-0.035	-9	-15[20 µM]	-10
- COc1cccc(-c2nnc(NC(=O)c3ccc(S(=O)(=O)N(CC(C)C)CC(C)C)cc3)o2)c1
    0[fluorescence artefact?]	-1	-16	-213	-10	19*	·	-23	3
- COC(=O)c1c(-c2ccc(Br)cc2)csc1NC(=O)Cc1ccc(OC)c(OC)c1
    -25[fluorescence artefact?]	-17[fluorescence artefact?]	1	-22	-37	0.95	5	-15[20 µM]	-12
- Nc1sc2c(c1C(=O)NC1CCS(=O)(=O)C1)CCC2 (centres undefined)
    -9	3	19	45*	-15	0.45	-4	-2	-5
- N=C1/C(=C\c2ccc(SCc3ccccc3)o2)C(=O)N=C2SC(CC(=O)N3CCOCC3)=NN12
    0	-1	-9	0	-13	-2.1	-26	-18	-30
- COc1ccc(NC(=O)CC2SC(=Nc3ccccc3)NC2=O)cc1 (centres undefined)
    -13	-1	15	36	-6	1.1	-4	-18[20 µM]	-2
- O=c1c2c3n(c(=O)nc2[nH]n1-c1ccccc1)CCCCC3
    -5	4[fluorescence artefact?]	-2	-1	3	·	7	3	-17
- Cc1cc(C)nc(SCC(=O)Nc2ccc(S(=O)(=O)Nc3nccs3)cc2)n1
    -16[fluorescence artefact?]	-4[fluorescence artefact?]	-4	-19	-5	-0.27	-6	-22[20 µM]	-1
- CC(=O)c1cccc(NC(=O)c2onc(C)c2Cl)c1
    6	1	-2	-16	-9	0.014	2	-8	-7
- COc1ccc(S(N)(=O)=O)cc1C(=O)NCCCN1CCN(c2ccccc2OC)CC1
    -1[fluorescence artefact?]	0	-2	-6	0	-0.44	·	-26	-8
- COc1ccccc1C(=O)N1CCCC1(C#N)c1ccccc1 (centres undefined)
    4	0	3	2	-9	0.057	-4	-27[20 µM]	-7
- Cc1ccc(NC(=S)N/C(=N/S(=O)(=O)c2ccccc2)c2ccccc2)cc1
    -8	1	-5	-8	164*	·	-2	-2[20 µM]	-10
- Cc1nn(C)cc1C(=O)NNC(=S)Nc1ccccc1
    -7	0	6	-22	-1	-0.49	0	-12[20 µM]	-3
- COc1cc2nc(CN(CCC(C)C)Cc3nc4cc(OC)c(OC)cc4c(=O)[nH]3)[nH]c(=O)c2cc1OC
    12	-2	2	-28	-18	·	·	-15	-27
- COc1ccc(CC(=O)Nc2cccc(SC)c2)cc1
    -5[fluorescence artefact?]	18	-7	-14	-3	-0.51	5	-7	-13
- CCOc1ccc(C(C)NC(=S)NC2CCCCC2)cc1OCC (centres undefined)
    -16	-1	-11	-6	-9	-0.021	1	-20	-12
- O=c1c2ccc(Cl)cc2[nH]c(=S)n1CCCN1CCOCC1
    1	0	-14	-5	5	6.5*	6	-11	2
- COc1cc(C)c(C)cc1S(=O)(=O)N1CCCCC1c1cccnc1 (centres undefined)
    13	-4	-1	-12	-3	-0.21	-8	-14[20 µM]	-3
- O=C(/C=C/Nc1ccc(S(=O)(=O)Nc2ncccn2)cc1)c1ccc(Cl)c(Cl)c1
    -3	-9	-7	0	-28	0.68	-13	5	-41
- Cc1ccc(SCc2cn3cc(Cl)ccc3n2)cc1
    -1	1	-2	1	-5	-1.6	·	-15	-6
- O=C(Nc1cccc(O)c1)c1ccccc1
    5	1[fluorescence artefact?]	-1	2	-14	1.1	1	13[20 µM]	-17
- O=C(O)CC1C(=O)NCCN1Cc1cccs1 (centres undefined)
    1	0	6	-18	-2	-0.12	13	-14	-17
- COc1ccc(NC(=O)CSc2nnc(Cn3cnc4ccccc43)o2)cc1
    -8	1	5	-3	-20	0.4	16	-14	-7
- Cc1ccc(NC(=O)CC(O)(C(F)(F)F)C(F)(F)F)c(Br)c1
    -7	6	-5	-2	-3	-0.089	1	-23[20 µM]	2
- COc1ccc(CCNc2ncnc3cc(OC)c(OC)cc23)cc1OC
    -3	-2	·	-3	3	-0.19	-3	-24	0
- O=C(CC1C(=O)NCCN1C(=O)Nc1ccccc1)Nc1cccc(C(F)(F)F)c1 (centres undefined)
    -4	3	-4	3	-8	0.35	8	-15[20 µM]	-8
- Cc1cc(C)cc(OCC(=O)N/N=C/c2ccco2)c1
    -5	1	-6	5	17	-0.0038	-16	3	9
- O=c1cc(O)c2c(=O)n(-c3ccccc3)c3c(c2o1)CCCCCC3
    -7	-18	1	2	-6	-1.3	5	-21	-24
- COC(=O)CSC1=C(C#N)C(c2ccc(C)cc2)C2=C(CCCC2=O)N1 (centres undefined)
    -2	-6	0	-20	9	·	2	-17	-3
- NS(=O)(=O)c1ccc(NC(=O)COC(=O)c2ccco2)cc1
    -4	0	-5	3	-4	2	-12	-19	-15
- Cc1ccc(C(=O)N/C(=C/c2cccc([N+](=O)[O-])c2)C(=O)NCC2CCCO2)cc1 (centres undefined)
    0	2	0	-14	5	-0.6	-3	-7	-3
- CCc1nc(SCC(=O)NNC(=O)C2CCCCC2)c2ccccc2n1
    11[fluorescence artefact?]	-11[fluorescence artefact?]	-6	-8	-3	·	-14	-21[20 µM]	-8
- Cc1ccc(N2C(=O)CC(N(O)C3CC(=O)N(c4ccc(C)cc4)C3=O)C2=O)cc1 (centres undefined)
    10[fluorescence artefact?]	-5	1	-12	-9	0.071	2	-10	-12
- Cc1ccc(Cl)cc1Nc1nc(-c2sc(NC(=O)C(C)(C)C)nc2C)cs1
    -1	0	-2	5	-19	-0.49	3	-25[20 µM]	-8
- O=C(COC(=O)c1cccc(S(=O)(=O)N2CCOCC2)c1)Nc1ccc2c(c1)OCO2
    -2	-1	1	-13	-1	-0.028	-3	-23	-20
- COc1ccc(Nc2nc(-c3cccs3)cs2)cc1
    26	2	3	-3	-14	0.73	1	-16[20 µM]	-1
- CCOc1ccc(-c2c(C(=O)N/N=C/c3ccccc3)nnn2-c2nonc2N)cc1
    -1	-5	-1	1	2	-0.051	0	-8	-11
- O=C(CC12CC3CC(CC(C3)C1)C2)NCC(c1ccc(F)cc1)N1CCOCC1 (centres undefined)
    13	0	-6	-6	-2	0.055	-4	-21	-11
- CN(Cc1ccsc1)C(=O)CCc1nnc(CCCc2ccccc2)o1
    -1	0	0	2	-8	-0.98	5	-26	-16
- Cc1cnc(NC(=O)Cn2cnc3c2c(=O)n(C)c(=O)n3C)s1
    -2	1	-2	-2	-11	0.38	7	-23	-12
- Cc1ccc(OCCNC(=O)Cn2cnc3c(=O)n(C)c(=O)n(C)c32)cc1C
    6	-1	1	6	-10	0.58	2	-6[20 µM]	-25
- O=C(CN(C(=O)C1COc2ccccc2O1)c1ccccc1)NCC1CCCO1 (centres undefined)
    2	4	-3	12	-4	·	-2	-23	-8

Following part
Results follow in this order: 14-3-3 Bad PPI	eIF4E 4G PPI	thrombin 1536	hK5 inh	p47phox inh	KCC2 mod	Rad51 HR inh	Furin inh	EBV gp42 inh
- COc1ccccc1/C=C/C1(C(=O)NC2CCCC2)CC(=O)N1c1ccccc1 (centres undefined)
    -5	-1	-5	-6	-9	·	11	-1	-4
- O=C(NCc1ccncc1)c1cc(-c2ccc(Cl)cc2)oc1C(F)(F)F
    -3	-1	0	0	-11	-0.6	13	-25	-14
- CC(=O)O[C@@H]1[C@@H](OC(C)=O)[C@H](n2ccc3cc([N+](=O)[O-])ccc32)OC[C@@H]1OC(C)=O
    -11	-6	-2	-7	0	-0.87	-5	-3[20 µM]	-7
- CCN1CCN(c2cc(C)c3cc(NC(=O)c4ccc(Br)o4)ccc3n2)CC1
    5	6	8	15	-47	·	10	-33	-16
- Cc1cc(C)c(S(C)(=O)=O)c(Oc2cccc(C(F)(F)F)c2)n1
    -4	-2	5	-8	-5	-0.68	5	-13	-5

Taken from above for reference:
Results follow in this order: 14-3-3 Bad PPI	eIF4E 4G PPI	thrombin 1536	hK5 inh	p47phox inh	KCC2 mod	Rad51 HR inh	Furin inh	EBV gp42 inh
- O=C(NCc1ccncc1)c1cc(-c2ccc(Cl)cc2)oc1C(F)(F)F
    -3	-1	0	0	-11	-0.6	13	-25	-14
- CC(=O)O[C@@H]1[C@@H](OC(C)=O)[C@H](n2ccc3cc([N+](=O)[O-])ccc32)OC[C@@H]1OC(C)=O
    -11	-6	-2	-7	0	-0.87	-5	-3[20 µM]	-7
- CCN1CCN(c2cc(C)c3cc(NC(=O)c4ccc(Br)o4)ccc3n2)CC1
    5	6	8	15	-47	·	10	-33	-16

Rows were taken by chance; overall some 4.7% were active at least once.
